MazF activator: MazEF (E. coli) toxin RNase activation; P0AE70; FAM/BHQ RNA-DNA oligo cleavage fluorescence, 5 h; activation, % at 20 µM; hit rate 0.32% among 350,000; in the data active = activation above about 50%
Target sequence (P0AE70 whole entry, looked up): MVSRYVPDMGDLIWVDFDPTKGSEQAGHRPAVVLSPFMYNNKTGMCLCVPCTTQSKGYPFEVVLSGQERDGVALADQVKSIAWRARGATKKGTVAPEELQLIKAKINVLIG
Rv3671c protease: inhibits the M. tuberculosis serine protease Rv3671c; P9WHR9; inhibition, % at 5.96 µM; hit rate 0.048% among 320,000; in the data active = inhibition above about 38%;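 note: extracellular domain of Rv3671c used as enzyme; 0% = enzyme with DMSO and 100% = no enzyme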
Target sequence (P9WHR9 whole entry, looked up, the tested form may be a part): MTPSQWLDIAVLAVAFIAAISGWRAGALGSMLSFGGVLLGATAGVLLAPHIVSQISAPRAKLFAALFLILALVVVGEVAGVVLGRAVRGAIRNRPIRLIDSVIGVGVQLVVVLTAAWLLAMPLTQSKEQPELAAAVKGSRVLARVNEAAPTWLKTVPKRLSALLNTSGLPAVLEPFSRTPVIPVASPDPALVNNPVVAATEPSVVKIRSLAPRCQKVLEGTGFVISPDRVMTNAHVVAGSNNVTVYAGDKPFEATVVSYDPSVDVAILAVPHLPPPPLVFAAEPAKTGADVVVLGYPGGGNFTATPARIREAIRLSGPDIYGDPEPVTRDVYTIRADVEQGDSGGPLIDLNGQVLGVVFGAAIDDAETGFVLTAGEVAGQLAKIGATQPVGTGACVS
Mtb UGM inh: blocks M. tuberculosis UGM enzyme. P9WIQ1. inhibition, % at 10 µM. hit rate 0.06% among 320,000. purified UGM, fluorescence polarization probe displacement; in the data active = inhibition above about 10%, passing the limit was not always enough; inconclusive = no clear call, values can overlap the other calls
BoNT F protease: blocks Botulinum neurotoxin F light chain protease | Multiplex microsphere protease cleavage assay, flow cytometry | inhibition, % at 10 µM | hit rate 0.22% among 360,000 | AID 588497; in the data active = inhibition above about 35%, passing the limit was not always enough; inconclusive = no clear call, values can overlap the other calls; note: plate controls were buffer without enzyme for full effect and enzyme alone for no effect
FBA Mtb inh: inhibitors of M. tuberculosis fructose-bisphosphate aldolase; P9WQA3; inhibition, % at 1 µM; hit rate 2.3% among 360,000; purified M. tuberculosis FBA, fluorescence read-out; in the data active = inhibition above about 27%;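 note: 0% = vehicle and 100% = reference inhibitor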
Target sequence (P9WQA3 whole entry, looked up): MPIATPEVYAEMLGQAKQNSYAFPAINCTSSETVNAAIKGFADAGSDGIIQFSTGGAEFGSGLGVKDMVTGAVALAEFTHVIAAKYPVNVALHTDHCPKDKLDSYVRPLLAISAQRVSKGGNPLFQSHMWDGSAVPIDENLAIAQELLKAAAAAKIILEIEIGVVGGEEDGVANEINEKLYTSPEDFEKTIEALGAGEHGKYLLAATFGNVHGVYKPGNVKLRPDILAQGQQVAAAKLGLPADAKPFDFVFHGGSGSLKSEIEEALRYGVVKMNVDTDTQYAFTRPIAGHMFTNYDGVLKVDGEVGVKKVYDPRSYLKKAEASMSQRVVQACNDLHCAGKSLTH
PrPC surface inh: inhibitors of human cell surface prion protein PrPC | AID 720596 | hit rate 0.43% among 370,000 | TR-FRET read-out | inhibition, % at 13.8 µM | P04156; in the data active = inhibition above about 24%; note: 0% = median of the test wells and 100% = reference compound wells
FadD28 FP inh: M. tuberculosis FadD28 bisubstrate binding inhibition; AID 588549; FadD28 bisubstrate probe binding, fluorescence polarization; inhibition, % at 12.5 µM; hit rate 0.22% among 360,000; in the data active = inhibition above about 8.5%, passing the limit was not always enough; inconclusive = no clear call, values can overlap the other calls
BioA inh: inhibitors of Mycobacterium tuberculosis BioA enzyme; purified M. tuberculosis BioA enzyme, plate reader; inhibition, % at 9.99 µM; hit rate 0.096% among 360,000; in the data active = inhibition above about 40%; inconclusive = no clear call, values can overlap the other calls
GDH-TPI counter: GDH-TPI coupled enzyme inhibition counter-screen | GDH-TPI coupled enzyme counterscreen, NADH absorbance | inhibition, % at 4.8 µM | hit rate 1.2% among 360,000 | AID 588335; in the data active = inhibition above about 30%;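 note: 0% = DMSO wells and 100% = wells lacking the enzyme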
The depositor's hits bear a star; ? = inconclusive; . = no result given; & = joins results of further samples.

SMILES	MazF activator	Rv3671c protease	Mtb UGM inh	BoNT F protease	FBA Mtb inh	PrPC surface inh	FadD28 FP inh	BioA inh	GDH-TPI counter
Cc1ccc(-c2nnc(SCC(N)=O)nc2-c2ccc(C)cc2)cc1	5	0	-1.8	-16	2	-20	-1.6	4.4	16
C(/C=C/c1ccccc1)=N/N1CCN(c2ccccc2)CC1	-5	6	-2.7	-10	1	0	-0.3	1.4	27
COCCSc1ccccc1C(=O)Nc1cc(C)cc(C)c1	-6	6	1.3	-3	0	4	-4.1	0.1	-6
Nc1c(NCCN2CCCCC2)c2ccccc2oc1=O	4	3	-3.3	-2	-3	-2	1.2	.	-2
O=C(O)C1CCN(c2ncccn2)CC1	3	-8	2.6	-2	2	7	-4.2	-0.7	-6
CCCCNC(=O)CC1N=C2c3ccccc3N=C(SCC(=O)Nc3cccc(OC)c3)N2C1=O (stereo unspecified)	8	-15	2.5	3	5	-5	-3.4	6.4	0
COc1ccc(NC(=O)CSc2c3c(nc4cc(Cl)ccc24)CCCC3)cc1OC	15	-16	-2.5	1	-3	10	-2.3	.	8
Fc1ccccc1N1CCN(C(c2ccccn2)c2nnnn2C2CCCCC2)CC1 (stereo unspecified)	-1	1	2.3	-3	-4	-4	-4.2	-1.5	-6
C[C@H](CO)N1C[C@H](C)[C@@H](CN(C)CC2CCCCC2)Oc2c(NC(=O)C3CC3)cccc2C1=O	-1	6	-1.4	8	2	11	-3.4	-2.4&4.6	-10
O=c1c2ccccc2nc(N/N=C/c2c(O)ccc3ccccc23)n1O	-4	29	-0.7	-11	2	-6	-0.5	-0.2	25
O=c1cc(N2CCCC2)[nH]c(=O)n1-c1ccc(Cl)cc1	10	-4	0.0	-4	-3	-2	-0.7	-0.7	0
CCC(CO)N=CC1=C(O)C(C(=O)c2ccccc2)CCC1=O (stereo unspecified)	0	-1	-1.9	-8	0	4	-1.0	-1.5	-4
O=C(Nc1ccc2c(c1)OCCO2)c1cc2ccccc2o1	6	7	-1.5	0	-2	11	-3.0	6.3	5
O=C(OCc1cncs1)c1cccs1	-8	11	-0.1	-4	0	-1	2.2	.	0
CCOC(=O)Cn1c(=NC(=O)CSC(C)=O)sc2ccccc21	5	-4	0.6	-5	-2	-6	-4.2	0.9	11
Nc1cc(=O)[nH]n1C1CCN(c2ccccc2)CC1	0	7	0.8	-4	5	-5	1.4	-0.6	6
COC(=O)c1sccc1NC(=O)c1c(C)noc1C	1	-3	-1.2	0	-3	-3	-1.7	.	-8
COc1ccc(NC(=O)CN(C)C(=O)CN2C(=O)c3ccc([N+](=O)[O-])cc3C2=O)cc1	3	3	2.2	5	3	-12	.	-0.2	4
CCC1=NN2C(=N)/C(=C/c3ccc(OS(=O)(=O)c4ccc(C)cc4)c(OC)c3)C(=O)N=C2S1	7	-1	-4.3	10	-4	2	-0.2	1.2	3
COc1cc(NC(=O)CSCc2ccc(Cl)cc2Cl)c(C(=O)O)cc1OC	5	3	-0.9	?	1	0	0.8	-1.4	6

4 entries from above in another layout.
Order of values: MazF activator | Rv3671c protease | Mtb UGM inh | BoNT F protease | FBA Mtb inh | PrPC surface inh | FadD28 FP inh | BioA inh | GDH-TPI counter
> O=c1c2ccccc2nc(N/N=C/c2c(O)ccc3ccccc23)n1O
 : -4 | 29 | -0.7 | -11 | 2 | -6 | -0.5 | -0.2 | 25
> O=c1cc(N2CCCC2)[nH]c(=O)n1-c1ccc(Cl)cc1
 : 10 | -4 | 0.0 | -4 | -3 | -2 | -0.7 | -0.7 | 0
> CCC(CO)N=CC1=C(O)C(C(=O)c2ccccc2)CCC1=O (stereo unspecified)
 : 0 | -1 | -1.9 | -8 | 0 | 4 | -1.0 | -1.5 | -4
> O=C(Nc1ccc2c(c1)OCCO2)c1cc2ccccc2o1
 : 6 | 7 | -1.5 | 0 | -2 | 11 | -3.0 | 6.3 | 5

The list goes on.
SMILES	MazF activator	Rv3671c protease	Mtb UGM inh	BoNT F protease	FBA Mtb inh	PrPC surface inh	FadD28 FP inh	BioA inh	GDH-TPI counter
CC(O)CNCCCOc1cccc(C(F)(F)F)c1 (stereo unspecified)	20	3	-2.0	-4	3	-2	-0.6	.	-5
Cc1ccc(NC(=O)c2ccc(S(=O)(=O)N3CC(C)CC(C)C3)cc2)cc1S(=O)(=O)N1CCOCC1 (stereo unspecified)	2	.	.	-7	0	-1	-0.9	8.7	5
COc1ccccc1Cc1c(-c2ccc(C)cc2)nc2c(C)cc(Br)cn12	.	.	.	-10	-1	14	-5.0	3.2	.
Cc1cc(C)c2nc3nc(C)c(C)cc3c(N)c2c1	5	.	.	-54	29*	-14	-4.4	.	-5
CCCCN1C(N)=NC[C@@H]1Cc1ccccc1	0	-12	4.5	8	5	-5	-2.4	1.0	3
CCCCOc1ccc(-c2nnn(CCC(=O)N3CCOCC3)n2)cc1	2	10	0.8	-1	-3	13	-2.9	-0.2	1
COc1cc2cc(CN(CCO)S(=O)(=O)c3ccccc3Cl)c(=O)[nH]c2cc1OC	1	0	-1.6	-2	49*	-7	-1.5	.	33*
CCn1c(C)cc(C(=O)COC(=O)c2ccccc2[N+](=O)[O-])c1C	4	-1	1.2	-11	-4	.	.	1.6	3
CCC(CC)c1nnc(NC(=O)CCS(=O)(=O)Cc2ccccc2)s1	-29	-2	2.6	5	-6	1	-21	-1.2	10
Cc1[nH]c(=O)[nH]c(=O)c1S(=O)(=O)N(C)Cc1ccccc1	12	2	-0.7	-3	1	4	-2.8	-2.1	1
Cc1nn(C(=O)c2ccco2)c(C)c1Sc1ccc(Cl)cc1	3	-3	0.8	-7	4	-8	0.0	.	-2
CCN1CCN(c2nc3c(c(=O)[nH]c(=O)n3C)n2Cc2ccccc2F)CC1	-14	-8	1.8	?	1	7	-1.1	-2.1	14
CCCCNC(=S)N(C)/N=C/c1ccc(OCC(=O)Nc2c(C)cc(C)cc2C)c(OC)c1	-2	-11	3.3	6	3	-2	-2.7	.	22
COC(=O)COc1ccc(NS(=O)(=O)c2cccc([N+](=O)[O-])c2)cc1	5	-2	0.0	-1	-2	-12	-4.3	.	-10
O=C(Nc1ccccc1N1CCOCC1)c1cc(=O)[nH]c2ccccc12	3	-4	0.5	-7	3	-11	-1.5	-1.5	-1
Cc1ccc(OCc2cc(C(=O)N3CC4C[C@@H]5CC3C[C@H](C4)C5)no2)cc1C	-3	-4	-1.7	-4	1	-4	-2.1	-0.1	-9
CCOc1ccc(NC(=O)CSc2ncnc3c2sc2ccccc23)cc1	17	3	-0.5	-6	0	-5	0.7	.	8
COc1ccc(OC)c(NC(=O)COc2ccc(S(=O)(=O)NC(C)C)cc2)c1	-3	-6	-3.9	1	-2	5	-1.1	11	-7
Fc1ccc(Oc2nc(-c3ccccc3)nnc2C(F)(F)F)cc1	3	-5	-0.2	-2	13	0	-0.5	3.2	-3
CSc1ccc(S(=O)(=O)NCc2ccccc2C)cc1	8	1	1.0	-9	17	0	-2.8	.	-8
Cc1ccc(C)c(NC(=O)CNC(=O)N2CC(=O)Nc3ccccc32)c1	1	8	-3.9	1	-2	-2	-5.3	-0.5	-14
O=C(NCc1cccc(Cl)c1)C1CCC(=O)N(C2CC2)C1 (stereo unspecified)	7	4	2.2	-6	1	-2	-0.3	-1.7	-9
Cc1nc(N2CCOCC2)c2c3c(sc2n1)CCC3	2	0	-1.6	-7	1	3	-1.9	18	6
C[C@H]1CN([C@@H](C)CO)C(=O)Cc2cc(NS(=O)(=O)c3cccs3)ccc2O[C@H]1CN(C)S(=O)(=O)c1cn(C)cn1	1	0	-0.8	-1	1	7	-4.6	0.1	-7
Cc1c(NC(NC(=O)CC(C)C)C(Cl)(Cl)Cl)c(=O)n(-c2ccccc2)n1C (stereo unspecified)	2	1	-4.7	5	0	-8	-1.9	.	8
CN(C(=O)c1cc([N+](=O)[O-])ccc1NCc1cccnc1)c1ccccc1	3	-8	0.1	7	-4	-12	-3.3	8.9	18
O=C(NNS(=O)(=O)c1ccc(F)c(Cl)c1)c1cccc(S(=O)(=O)N2CCOCC2)c1	-4	-2	-2.7	-4	-6	8	-4.5	.	13
CCN(CC)C(=O)Cn1cc([N+](=O)[O-])cc1[N+](=O)[O-]	-1	.	.	-2	0	-29	-0.9	3.7	20
Cc1cc(C(=O)NNC(=O)c2ccccc2F)c2ccccc2n1	0	-5	0.2	6	4	-2	-1.7	-1.5	-4
COc1cc(-c2nnc(SCC(=O)c3ccccc3)o2)cc(OC)c1OC	-10	-2	1.7	-3	1	-1	-5.7	0.5	7
CC(C)C(=O)NC(Oc1ccccc1Cl)C(Cl)(Cl)Cl (stereo unspecified)	-11	-4	-1.8	-7	1	0	-2.1	-0.4	8
CC12CCC(=O)C=C1CCC1C2CCC2(C)C(O)CCC12 (stereo unspecified)	1	6	-0.3	-14	6	-7	-2.7	0.4	8
COc1cccc(CN(C)C[C@@H]2OCc3ccccc3-c3c(n(C)c4ccccc34)C(=O)N([C@@H](C)CO)C[C@H]2C)c1	-14	.	.	-3	6	6	-1.4	0.3	2
O=S(=O)(c1ccccc1)c1nc(-c2ccccc2)oc1NCCCN1CCOCC1	1	0	-1.5	2	-3	-3	-4.7	-0.2	8
CCN(CC)S(=O)(=O)c1ccc(N2CCN(C)CC2)c(NC(=O)COc2ccc(F)cc2Cl)c1	3	-6	-0.1	-9	2	-5	-0.8	-1.3	6
CC(C)CCC[C@@H](C)[C@H]1CC[C@H]2[C@@H]3C(=O)C=C4C[C@@H](O)CC[C@]4(C)[C@H]3CC[C@]12C	4	5	-1.7	15	2	8	-0.4	-3.6	1
CC(C)NC(=O)CCCC(=O)NC(C)C	-2	2	-1.1	3	3	1	-2.1	-5.8	-2
Cc1nnc(Nc2ccc(S(N)(=O)=O)cc2)c2ccccc12	6	-3	0.8	-8	1	0	-3.5	-1.7	34*
CC(=O)Nc1ccc(S(=O)(=O)NCC2CCC(C(=O)NC3CCCCCC3)CC2)cc1 (stereo unspecified)	-48	-5	-1.6	-1	2	-3	-4.1	.	-7
CC(CNC(=O)CN1C(=O)C(=O)N(C2CCCC2)C1=O)c1ccccc1 (stereo unspecified)	-15	9	2.2	-1	-2	-6	-2.6	-2.3	-5
CCN(C(=O)COC(=O)c1cnc(C)cn1)c1c(N)n(Cc2ccccc2)c(=O)[nH]c1=O	-3	-3	0.1	9	0	7	-3.5	0.1	-5
O=C(c1ccncc1)N1CCN(C(=O)c2ccncc2)CC1	-1	-6	1.9	-3	-2	-7	-0.3	-2.3	-3
O=C1NCN(CCO)CN1	5	-15	-2.0	6	-3	2	-0.8	-1.3	12
CC(=O)NC(CC(=O)OCC(=O)Nc1ccc2c(c1)OCO2)c1ccccc1 (stereo unspecified)	5	3	-1.1	-23	-1	6	-3.9	1.8	-7
CC(=O)[C@@H]1[C@@H](C)N(Cc2ccccc2)C(=O)N[C@H]1c1cccc(C(F)(F)F)c1	3	2	-0.2	-5	-1	1	-2.5	-1.2	-8
Cc1cc(OC(C)C)nc(NCc2ccccc2)n1	0	-5	-0.4	-3	2	9	-3.2	1.1	-2
CC1CN(C(=O)COC(=O)c2ccc(Cl)nc2)CC(C)O1 (stereo unspecified)	-6	7	-2.5	4	2	5	-0.3	.	3
O=c1nc(/C=C/c2cccn2-c2ccc([N+](=O)[O-])cc2)cc(C(F)(F)F)[nH]1	-9	8	3.0	1	-1	-6	1.2	.	14
CC[C@@H](NCCCn1cnc2c(SC)ncnc21)c1ccccc1	7	.	.	3	-1	8	-4.0	0.2	-5
O=C(N/N=C\c1ccccn1)C1c2ccccc2Oc2ccccc21	10	2	0.4	-11	3	6	-1.5	.	-2
O=C(/C=C/c1ccccc1Cl)Nc1ccncc1	7	-7	-2.0	-13	4	-8	-9.3	1.5	2
CCN(Cc1ccncc1)Cc1cn(C)nc1-c1ccc(Oc2ccccc2)cc1	-7	0	0.2	2	2	-5	-4.6	.	12
COc1ccc(C)cc1NC(=O)c1ccc(S(=O)(=O)N2CCCCC2)cc1	6	-11	-0.2	1	6	4	.	1.1	2
c1ccc(CCc2nc(-c3ccccc3)no2)cc1	-11	-1	3.1	1	1	-1	-2.5	0.5	-2
Cc1ccc(-c2ccnc3[nH]n(-c4ccccc4)c(=O)c23)cc1	7	1	2.1	?	3	-3	-2.3	-0.3	6

Gathered by group: the compounds so far with a furan ring, fused or not.
SMILES	MazF activator	Rv3671c protease	Mtb UGM inh	BoNT F protease	FBA Mtb inh	PrPC surface inh	FadD28 FP inh	BioA inh	GDH-TPI counter
O=C(Nc1ccc2c(c1)OCCO2)c1cc2ccccc2o1	6	7	-1.5	0	-2	11	-3.0	6.3	5
Cc1nn(C(=O)c2ccco2)c(C)c1Sc1ccc(Cl)cc1	3	-3	0.8	-7	4	-8	0.0	.	-2

Compound activity: PubChem, several laboratories
